High-throughput results deposited in PubChem by National Center for Advancing Translational Sciences (NCATS).
HT1080 IDH1KD tx – qHTS for induction of synthetic lethality in tumor cells producing 2HG: qHTS for the HT-1080-IDH1KD cell line; HT-1080 IDH1 knockdown viability, ATP luminescence, 48 h; Potency, µM (titrated, usually from 46.1 µM), without a hit: top-dose activity, negative = toxicity, hits mostly cytotoxic; actives 2% (n = 360,000); AID 686971, 2013;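 note: potency is the fitted concentration of half-maximal effect; 0% = DMSO wells and -100% = cell-free medium wells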
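Viability of IDH1-knockdown HT-1080 fibrosarcoma cells was assessed by CellTiter-Glo after 48 h at 37 °C with titrated compound; concentration-effect curves were classified by fit quality and response size.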
KB-3-1 cytotox – qHTS assay for MDR1-selective chemotherapeutics: Primary screen using the parental adenocarcinoma cell KB-3-1. KB-3-1 viability, CellTiter-Glo ATP luminescence, 72 h. Potency, µM (top dose mostly 46.1 µM), inactives show at the highest dose activity change, negative = cytotoxic, usual class: cytotoxic. actives 1.4% (n = 400,000); note: potency is the fitted concentration of half-maximal effect; % is set by controls: 0 for no effect and ±100 for the full control effect; nearly all actives have a fitted effect of over 60% in size
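Parental KB-3-1 adenocarcinoma cells in phenol-red-free DMEM with 10% FBS were pin-treated with compounds at several concentrations, incubated 72 h at 37 °C, and viability read by CellTiter-Glo luminescence; concentration-effect curves were fitted after normalization.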
WRN helicase inh – qHTS for Inhibitors of WRN Helicase | Bifunctional 3'-5' exonuclease/ATP-dependent helicase WRN (Homo sapiens), Q14191 | WRN helicase unwinding, fluorescent forked duplex, kinetic | Potency, µM (series often up to 114 µM), without a hit: at the top dose activity change, negative = inhibition, hits mostly inhibitors | actives 0.46% (n = 360,000) | AID 651768, 2012; note: potency is the fitted concentration of half-maximal effect; % is set by controls: 0 for no effect and ±100 for the full control effect; nearly all actives have a fitted effect of over 55% in size
Target sequence (Q14191 whole entry, looked up): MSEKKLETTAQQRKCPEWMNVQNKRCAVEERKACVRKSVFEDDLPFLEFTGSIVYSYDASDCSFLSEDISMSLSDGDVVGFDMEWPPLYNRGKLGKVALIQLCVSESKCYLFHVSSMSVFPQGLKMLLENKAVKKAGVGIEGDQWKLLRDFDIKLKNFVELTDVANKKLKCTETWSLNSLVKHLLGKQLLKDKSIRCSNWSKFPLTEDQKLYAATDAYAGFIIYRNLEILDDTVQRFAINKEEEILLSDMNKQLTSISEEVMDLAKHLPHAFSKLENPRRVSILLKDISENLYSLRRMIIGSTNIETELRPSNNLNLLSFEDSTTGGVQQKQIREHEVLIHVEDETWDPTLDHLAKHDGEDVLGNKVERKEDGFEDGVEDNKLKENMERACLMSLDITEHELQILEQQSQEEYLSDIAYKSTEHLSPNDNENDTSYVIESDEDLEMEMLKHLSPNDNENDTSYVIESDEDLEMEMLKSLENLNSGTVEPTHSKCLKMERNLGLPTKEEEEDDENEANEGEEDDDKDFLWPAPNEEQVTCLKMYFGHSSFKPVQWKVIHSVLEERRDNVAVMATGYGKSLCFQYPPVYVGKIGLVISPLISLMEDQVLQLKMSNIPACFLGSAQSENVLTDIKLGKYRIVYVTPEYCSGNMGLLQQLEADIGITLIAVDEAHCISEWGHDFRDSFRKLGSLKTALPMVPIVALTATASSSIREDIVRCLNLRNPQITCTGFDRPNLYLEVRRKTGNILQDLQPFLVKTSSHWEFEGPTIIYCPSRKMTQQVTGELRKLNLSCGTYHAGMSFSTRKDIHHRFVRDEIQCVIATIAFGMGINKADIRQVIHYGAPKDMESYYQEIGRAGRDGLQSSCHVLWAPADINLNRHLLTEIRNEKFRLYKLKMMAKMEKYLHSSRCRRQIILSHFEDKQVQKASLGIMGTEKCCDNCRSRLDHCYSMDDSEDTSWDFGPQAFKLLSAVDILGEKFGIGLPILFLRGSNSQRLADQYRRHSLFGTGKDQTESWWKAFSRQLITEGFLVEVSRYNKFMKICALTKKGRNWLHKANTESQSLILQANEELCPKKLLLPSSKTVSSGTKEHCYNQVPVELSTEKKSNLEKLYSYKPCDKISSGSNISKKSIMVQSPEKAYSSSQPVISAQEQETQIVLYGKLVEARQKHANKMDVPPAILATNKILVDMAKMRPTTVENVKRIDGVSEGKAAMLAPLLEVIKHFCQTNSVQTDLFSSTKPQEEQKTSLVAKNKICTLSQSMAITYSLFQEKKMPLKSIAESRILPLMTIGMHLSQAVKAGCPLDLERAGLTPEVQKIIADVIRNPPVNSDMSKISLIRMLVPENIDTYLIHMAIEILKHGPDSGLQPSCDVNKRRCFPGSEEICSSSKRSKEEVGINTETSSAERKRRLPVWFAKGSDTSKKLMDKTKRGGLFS
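Fluorescence dequenching readout, ex 525 nm/em 598 nm, kinetic mode: forked duplex DNA (100 nM final) with adjacent fluorophore and quencher unwound by WRN (20 nM final) with 2 mM ATP. Compound preincubation 15 min, room temperature.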
IL-1B inflam inh – qHTS for Inhibitors of Inflammasome Signaling: IL-1-beta AlphaLISA Primary Screen | activity change, % at 57.5 µM | actives 4.7% (n = 360,000) | THP-1 LPS/ATP IL-1B secretion, AlphaLISA, 16 h; stronger effect = lower value; in the data active = activity change below about -50%; inconclusive = mostly about -30% to -49%; note: % is set by controls: 0 for no effect and ±100 for the full control effect
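THP-1 cells pretreated 1 hr with compounds (up to 57.5 uM final), then stimulated with LPS (250 ng/mL final) plus ATP (1.25 mM final); secreted IL-1B measured by AlphaLISA after 16 hr, decreased signal indicating inhibition.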
KB-V1 cytotox – qHTS assay for MDR1-selective chemotherapeutics: Primary screen using the drug-selected MDR subline cells KB-V1. actives 3.4% (n = 400,000). AID 1347076, 2019. KB-V1 MDR cells viability, CellTiter-Glo, 72 h. Potency, µM (highest dose often 46.1 µM), for inactives: at the top dose activity change, negative = cytotoxicity, most hits filed as cytotoxic; note: potency is the fitted concentration of half-maximal effect; % is set by controls: 0 for no effect and ±100 for the full control effect; nearly all actives have a fitted effect of over 60% in size
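KB-V1 cells (P-gp-expressing MDR subline of KB-3-1) in phenol-red-free DMEM with 10% FBS were exposed to library compounds over a concentration series for 72 h at 37 degrees C. Viability read by CellTiter-Glo luminescence; concentration-effect curves fitted after normalization.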
MCF10A rereplic – A quantitative high throughput screen for small molecules that induce DNA re-replication in MCF 10a normal breast cells | MCF 10A DNA re-replication, Hoechst nuclear intensity, 48 h | Potency, µM (doses to about 46.1 µM), for the others: top-dose activity, positive = re-replication, usual class: activators | actives 2.9% (n = 350,000); note: potency is the fitted concentration of half-maximal effect; % of control where 0% means no effect; nearly all actives have a fitted effect of over 50% in size
HT1080-NT tox – qHTS for induction of synthetic lethality in tumor cells producing 2HG: qHTS for the HT-1080-NT fibrosarcoma cell line. HT-1080-NT fibrosarcoma viability, CellTiter-Glo ATP luminescence, 48 h. Potency, µM (doses to about 46.1 µM), without a hit: at the top dose activity, negative = less viability, most hits filed as cytotoxic. actives 1.6% (n = 360,000);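 note: NT is the 2HG producing partner of a matched IDH1 knockdown line; potency is the fitted concentration of half-maximal effect; 0% = DMSO-treated cells and -100% = media-only wells without cells; nearly all actives have a fitted effect of over 55% in size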
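HT-1080-NT fibrosarcoma cells (2HG-overproducing), 750 cells/well in RPMI with 5% FBS, dosed after 2 h and incubated 48 h at 37C. CellTiter-Glo luminescence normalized to DMSO and no-cell wells; concentration-response curves fitted and classed.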
SW480 rerep – A quantitative high throughput screen for small molecules that induce DNA re-replication in SW480 colon adenocarcinoma cells. actives 1.8% (n = 340,000). SW480 DNA re-replication, Hoechst DNA content imaging, 48 h. Potency, µM (series often up to 46.1 µM), inactives show at the top dose re-replication activation, usual class: activators. AID 624297, 2012; note: potency is the fitted concentration of half-maximal effect; % of control where 0% means no effect; nearly all actives have a fitted effect of over 55% in size
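Readout is total intensity of Hoechst-stained nuclei, excited at 405 nm and collected at 500-530 nm. Compound treatment lasted 48 hr at 37 C in 5% CO2 before staining.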
ATXN2 expr inh – Primary qHTS for Inhibitors of ATXN expression; HEK-293 ATXN2-luciferase reporter, luminescence, 24 h; Potency, µM (top dose mostly 57 µM), without a hit: at the highest dose activity change, negative = inhibition, hits mostly inhibitors; actives 0.72% (n = 360,000); AID 1745845, 2022; note: potency is the fitted concentration of half-maximal effect; % is set by controls: 0 for no effect and ±100 for the full control effect; nearly all actives have a fitted effect of over 55% in size
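ATXN2-luciferase reporter cells (luciferase flanked by upstream and downstream ATXN2 gene portions) were treated 24 h at 37 °C with compounds at up to 57 uM. SteadyGlo luminescence gave expression; GF-AFC fluorescence gave viability.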
Active calls of the source: *; ? = inconclusive; / = no result given; [ ] = another dose, or the depositor's remark. Unless noted, calls come from the whole dose curve; as a rule, active = well fitted curve in the direction sought with a large enough effect; inconclusive = small, poorly fitted or top-dose-only effect, or another doubt; inactive = no such curve, though single readings can be large; an effect the other way counts as inactive or inconclusive.

Short forms – A = HT1080 IDH1KD tx; B = KB-3-1 cytotox; C = WRN helicase inh; D = IL-1B inflam inh; E = KB-V1 cytotox; F = MCF10A rereplic; G = HT1080-NT tox; H = SW480 rerep; I = ATXN2 expr inh
> COc1cc(C(=O)COC(=O)c2ccc([N+](=O)[O-])o2)cc(OC)c1OC
  A: -4%; B: /; C: -29%; D: -10; E: /; F: 4%; G: -10%; H: -2%; I: -8%
> CCc1cccc(OCC(=O)Nc2ccc(C)c(S(=O)(=O)N3CCCCCC3)c2)c1
  A: -12%; B: -3%; C: -5%; D: ?; E: -17%; F: -27%; G: -21%; H: -266%[inhibitor]; I: -27%
> CC(C)(C)c1ccc(C(=O)N/N=C2\C3CN4CCN(C3)CC2(c2ccccc2)C4)cc1
  A: -5%; B: 23%; C: 1%; D: 21; E: ?; F: -83%[inhibitor]; G: 11%; H: ?; I: -5%
> COc1ccccc1-c1nnc(NC(=O)c2ccccc2F)o1
  A: -19%; B: -6%; C: -5%; D: 4; E: ?; F: -1%; G: 1%; H: -4%; I: -2%
> COc1cc(Cl)c(C)cc1NC(=O)c1ccc(NS(=O)(=O)c2ccc(F)c(F)c2)cc1
  A: 1%; B: -10%; C: -25%[57.1 µM]; D: 27; E: -16%; F: ?; G: -3%; H: ?; I: 0%[11.3 µM]
> CC(C)(C)c1ccc(OCCC(=O)Nc2cccc(S(=O)(=O)NC3=NCCCCC3)c2)cc1
  A: ?; B: ?; C: -6%; D: -29; E: ?; F: ?; G: ?; H: ?; I: ?
> Clc1ccc(Sc2cc(Cl)c(-c3ccccc3)nn2)cc1
  A: -22%; B: -25%; C: -16%; D: -15; E: -25%; F: 5%; G: -22%; H: -3%; I: -5%
> Fc1ccc(-c2nc3c(Cl)cc(C(F)(F)F)cn3c2Cc2ccccc2)cc1
  A: 11%; B: -23%; C: -5%; D: 18; E: ?; F: /; G: -1%; H: /; I: 13%
> Cc1cc(NC(=O)Cc2ccccc2C)no1
  A: -4%; B: -6%; C: 0%; D: 0; E: -9%; F: 0%; G: -12%; H: -1%; I: 11%
> O=C1C2C3C=CC(C3)C2C(=O)N1CCN1CCN(S(=O)(=O)/C=C/c2ccccc2)CC1 (configuration not stated)
  A: 2%; B: 0%; C: 6%; D: 3; E: ?; F: ?; G: -6%; H: ?; I: -5%
> CCCCNc1cc(C)oc(=O)c1C(C)=O
  A: 1%; B: 10%; C: -9%; D: 17; E: -19%; F: 1%; G: 15%; H: -2%; I: 3%
> C[C@@H]1CN([C@H](C)CO)C(=O)c2cccc(NC(=O)Nc3ccc(F)cc3)c2O[C@H]1CN(C)C(=O)Nc1ccc(C(F)(F)F)cc1
  A: ?; B: ?; C: -6%; D: -70*; E: ?; F: -26%; G: ?; H: 4%; I: ?
> CCN(CC)c1ccc(N=C2C(=O)Nc3ccccc32)cc1
  A: 21µM*; B: ?; C: ?; D: -89*; E: 9%; F: ?; G: ?; H: ?; I: ?
> CSc1ncccc1C(=O)N1CCN(S(=O)(=O)c2ccccc2)CC1
  A: -1%; B: 9%; C: 2%; D: 21; E: -12%; F: -9%; G: 8%; H: -6%; I: 1%
> O=C(NC1CC2CCCC(C1)N2Cc1ccccc1)c1cccc(F)c1 (configuration not stated)
  A: 3%; B: 3%; C: -8%; D: -9; E: -3%; F: 24%; G: 7%; H: 1%; I: /
> CCOC(=O)COc1ccc2c(c1)c(C(C)=O)c(C)n2-c1ccc(OC)cc1
  A: -10%; B: -3%; C: -18%; D: 11; E: -2%; F: -14%; G: 0%; H: -1%; I: 6%
> CCOc1ccc(S(=O)(=O)NCc2ccccc2)cc1C(N)=O
  A: -16%; B: -9%; C: -5%; D: -8; E: -1%; F: -1%; G: 2%; H: -3%; I: -1%
> COc1ccc(N2CCN(C(=O)CSc3ncn[nH]3)CC2)cc1
  A: 5%; B: -20%; C: 8%; D: 4; E: 3%; F: -1%; G: 8%; H: -3%; I: 6%
> COc1ccccc1C(CNC(=O)c1ccc(NS(=O)(=O)c2ccc(C(C)=O)cc2)cc1)N1CCCC1 (configuration not stated)
  A: -2%; B: -29%; C: -13%[11.6 µM]; D: 0; E: -18%; F: ?; G: -7%; H: ?; I: -12%
> O=C(N/N=C/c1ccc(O)c(O)c1)c1ccc(-n2cnnn2)cc1
  A: -6%; B: 6%; C: 2%[11.6 µM]; D: 13; E: 14%; F: 2%; G: -1%; H: -15%; I: /
> Cc1cc(C)c(Cn2c(=O)n(CCCC(=O)NCc3ccco3)c(=O)c3ccccc32)c(C)c1
  A: 11%; B: 0%; C: -13%; D: 0; E: -6%; F: 19%; G: 13%; H: 3%; I: -5%
> C[N+]1([O-])[C@@H]2Cc3cc4c(cc3[C@@H]1Cc1cc3c(cc12)OCO3)OCO4 (some centres not stated)
  A: 13%; B: -3%; C: 3%; D: 22; E: 27%; F: 3%; G: 18%; H: -20%[9.22 µM]; I: 5%
> O=C(/C=C/c1cccc(Br)c1)N1CCN(c2cccc(C(F)(F)F)c2)CC1
  A: -19%; B: -6%; C: -9%; D: -25; E: ?; F: ?; G: -18%; H: ?; I: 6%
> O=C(c1cc2ccccc2oc1=O)N1CCCC1
  A: 13%; B: 16%; C: 3%; D: 9; E: 17%; F: -9%; G: 13%; H: -4%[9.22 µM]; I: -9%
> Cc1ccccc1CC(=O)OCC(=O)Nc1ccc(C)c(S(=O)(=O)N2CCCCC2)c1
  A: 5%; B: 12%; C: -4%; D: 0; E: ?; F: 5%; G: 0%[9.24 µM]; H: 1%; I: 1%
> COc1ccc(C(=O)c2oc3ccccc3c2N)cc1
  A: 0%; B: 1%; C: -1%; D: -17; E: 6%; F: 18µM*; G: 2%; H: 18µM*; I: 144%[activator]
> CCCCc1nc(C(N)=O)c2[nH]c(=O)n(-c3ccc(OCC)cc3)c2n1
  A: 2%; B: 3%; C: -1%; D: -1; E: 5%; F: -3%; G: 8%; H: -1%; I: /
> CN1CCN(NC(=O)c2ccccc2F)CC1
  A: 11%[9.24 µM]; B: 0%; C: 1%; D: 5; E: -2%; F: -1%; G: 14%; H: -8%; I: 10%
> CCC1CCCCN1C(=S)NC(=O)c1ccco1 (configuration not stated)
  A: 6%; B: -2%; C: 3%; D: -7; E: -1%; F: 12%; G: 5%; H: -1%; I: -2%
> CC1CCN(S(=O)(=O)c2ccc(C(=O)NCc3ccc4c(c3)OCO4)cc2)CC1
  A: ?; B: 6%; C: 2%; D: 4; E: -3%; F: 20%; G: ?; H: 1%; I: -4%
> CCOc1ccc(C(=O)NC(=S)N(Cc2ccccc2)Cc2ccccc2)cc1
  A: ?; B: -13%; C: 8%; D: 1; E: -15%; F: ?; G: ?; H: ?; I: -21%
> COc1ccc(C(=O)Oc2ccc(/C=N/Nc3ccc(Cl)c(C(=O)O)c3)cc2OC)cc1
  A: -21%; B: ?; C: -20%; D: -14; E: 0%; F: 1%; G: 0%; H: -6%; I: 5%
> COc1cccc(NC(=O)c2cccnc2)c1
  A: 12%; B: 1%; C: 7%[57.1 µM]; D: -4; E: 10%; F: -2%; G: 21%; H: 2%; I: 23%
> CCC(C)NC(=O)c1ccc(CS(=O)(=O)Cc2ccc(Cl)cc2)o1 (configuration not stated)
  A: -3%; B: 0%; C: -11%; D: 16; E: -25%; F: ?; G: 5%; H: 3%; I: 1%
> NC(=O)c1ccc[n+](Cc2ccccc2)c1
  A: 1%; B: 6%; C: 11%; D: 5; E: -3%; F: -4%; G: 7%; H: ?; I: -2%
> Cc1onc(-c2ccccc2Cl)c1C(=O)OCC(=O)N1CCN(c2ccccc2)CC1
  A: -8%; B: -11%; C: 9%; D: 15; E: 8.2µM*; F: ?; G: 7%; H: -4%; I: -31%
> O=C(Nc1ccc(C(=O)NCCCN2CCCCC2)cc1)C1=CSCCO1
  A: 5%; B: -1%; C: -3%; D: -5; E: 24%; F: -3%; G: 11%; H: 11%; I: /
> CN(C(=O)c1ccco1)c1nc2c(s1)CCCC2
  A: ?; B: -29%; C: 5%; D: 30; E: ?; F: 1%; G: -24%; H: -5%; I: 36%[activator]
> COc1cc(Cl)c(C)cc1NC(=O)CN1C(=O)C2CCCCC2C1=O (configuration not stated)
  A: -2%; B: 1%; C: 2%; D: -13; E: 23µM*; F: -4%; G: 1%; H: 2%; I: 5%
> Cc1nc(NCc2ccc3c(c2)OCO3)c2nnn(Cc3ccccc3)c2n1
  A: 10%; B: -14%; C: -9%; D: 22; E: -15%; F: 13%; G: -2%; H: ?; I: -31%

No enrichment for hits; about 12% have a hit in one of these screens.
